Screens (PubChem)
GAA850 FXN act: FXN promoter activators, primary screen, cell-based, luciferase luminescence, HEK293 lucGAA850 | 0.56% of 360,000 active | activation, % at 6 µM | HEK293 lucGAA850 FXN promoter luciferase reporter, 24 h; percent of 10 µM SAHA response;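 active = activation above the average of all compounds screened plus 3 SD, cutoff fixed separately per campaign, cut at about 7.5% in these data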;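 note: 0% = DMSO wells and 100% = 10 µM SAHA wells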
ARFGAP1 inh: inhibitors of rat ARFGAP1 GAP activity, primary screen, biochemical, fluorescence polarization, GDP tracer. Arfgap1-stimulated ARF1 GTP hydrolysis, GDP FP detection. ADP-ribosylation factor GTPase-activating protein 1 (Rattus norvegicus), Q62848. inhibition, % at 16.5 µM. 0.26% of 360,000 active;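 active = inhibition above a per-plate limit, mean inhibition of low control wells plus 3 SD, cut at about 25% in these data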;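 note: 0% = DMSO wells with enzyme and 100% = wells lacking Arfgap1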
Target sequence (Q62848 1-136 limits assumed): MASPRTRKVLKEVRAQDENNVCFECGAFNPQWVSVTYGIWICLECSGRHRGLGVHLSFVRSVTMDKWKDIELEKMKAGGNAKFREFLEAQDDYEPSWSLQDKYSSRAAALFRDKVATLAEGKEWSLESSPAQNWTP
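Material: truncated rat Arfgap1 GAP domain; Incubation: compound-enzyme preincubation 20 min, reaction 120 min, detection 60 min, 25 °C; Read-out: percent inhibition of Arfgap1-stimulated GTP hydrolysis; Technique: FP, GDP Alexa 633 tracer displaced from anti-GDP antibody, 620/688 nm; Controls: No-Arfgap1 wells (100%) versus DMSO full-reaction wells (0%); Replication: single well per compound.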
Tn6 DDE FP: inhibitors of Tn6 peptide binding to fibrin DD(E), primary screen, biochemical, fluorescence polarization, human fibrin, Tn6 probe; Fibrinogen beta chain (Homo sapiens), P02675; Fibrin DD(E) TRITC-Tn6 fluorescence polarization displacement; inhibition, % at 8.3 µM; 0.21% of 370,000 active; AID 720509, 2013;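 active = inhibition above a per-campaign cutoff: mean of compounds within control limits plus 3 SD, cut at about 15% in these data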;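 note: 0% = median of all compound wells on the plate and 100% = blocking peptide control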
ADAM10 inh: human ADAM10 inhibitors, primary screen, biochemical, QFRET, HTS; Disintegrin and metalloproteinase domain-containing protein 10 (Homo sapiens), O14672; recombinant ADAM10, EDANS/DABCYL FRET peptide cleavage, 3 h; inhibition, % at 7 µM; 0.62% of 370,000 active; AID 720582, 2013;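 active = inhibition above a per-campaign cutoff equal to the mean of compounds falling between control-based bounds plus 3 SD, cut at about 20% in these data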;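 note: 0% = DMSO wells while the 100% control is not disclosed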
HGIII-sPLA2 inh: human group III sPLA2 inhibitors, primary screen, biochemical, QFRET, BODIPY PC-A2 liposome substrate; QFRET BODIPY PC-A2 liposome hydrolysis, fluorescence; Group 3 secretory phospholipase A2 (Homo sapiens), Q9NZ20; 0.56% of 370,000 active; inhibition, % at 12.2 µM; AID 743126, 2013;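 active = inhibition above mean plus 3 SD of compounds lying within the high and low control bounds, cut at about 19% in these data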;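 note: 0% = median of test compound wells and 100% = no enzyme DMSO wells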
Target sequence (Q9NZ20 whole entry, looked up): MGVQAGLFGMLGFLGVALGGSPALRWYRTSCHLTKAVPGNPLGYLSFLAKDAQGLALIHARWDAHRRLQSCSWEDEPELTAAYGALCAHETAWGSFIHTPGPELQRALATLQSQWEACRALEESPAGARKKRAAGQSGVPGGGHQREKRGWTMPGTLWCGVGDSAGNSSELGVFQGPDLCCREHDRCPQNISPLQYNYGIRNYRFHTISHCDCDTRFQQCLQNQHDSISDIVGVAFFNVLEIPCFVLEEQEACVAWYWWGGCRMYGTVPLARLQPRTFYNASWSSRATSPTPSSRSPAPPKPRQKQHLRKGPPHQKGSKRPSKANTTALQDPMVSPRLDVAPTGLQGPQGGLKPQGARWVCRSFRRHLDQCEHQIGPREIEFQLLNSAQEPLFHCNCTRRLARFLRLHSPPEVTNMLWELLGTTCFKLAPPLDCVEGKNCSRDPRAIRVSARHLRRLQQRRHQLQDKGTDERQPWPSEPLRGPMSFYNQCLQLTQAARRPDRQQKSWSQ
GC-A act: GC-A stimulated cGMP production enhancers – HEK293 GC-A cells, cGMP TR-FRET, EC30 ANP, primary screen | activation, % at 10 µM | Atrial natriuretic peptide receptor 1 (Homo sapiens), P16066 | 0.14% of 370,000 active | 0% at EC30 ANP, 100% saturating ANP; in the data active = activation above about 40%
NPR2 activator: human GC-B receptor activators, primary screen, HEK293 GC-B cells, cGMP TR-FRET, EC30 CNP. 0% at EC30 CNP, 100% saturating CNP. activation, % at 10 µM. 0.11% of 370,000 active. AID 1920062, 2024;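 active = activation at 10 µM reaching about 35% in either raw or pattern-adjusted values, limit read from the data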
KLK7 zymogen act: proKLK7 zymogen activators, primary screen, biochemical, fluorescence intensity; Kallikrein-7 (Homo sapiens), P49862; purified proKLK7, EDANS-DABCYL substrate fluorescence; 100% is mature enzyme control, 0% vehicle; activation, % at 7 µM; 0.9% of 370,000 active;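 active = activation above the mean of all tested compounds plus 3 SD, computed per campaign excluding outliers beyond control limits, cut at about 13% in these data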
Target sequence (P49862 whole entry, looked up): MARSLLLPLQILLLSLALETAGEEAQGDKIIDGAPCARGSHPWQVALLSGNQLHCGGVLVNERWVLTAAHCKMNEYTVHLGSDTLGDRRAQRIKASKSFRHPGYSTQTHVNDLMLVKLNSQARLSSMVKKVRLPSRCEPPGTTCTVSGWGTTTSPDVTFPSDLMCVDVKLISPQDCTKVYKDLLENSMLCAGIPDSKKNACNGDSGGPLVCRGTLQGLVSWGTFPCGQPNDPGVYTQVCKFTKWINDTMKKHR
rCAG RNA binder: binders of r(CAG) RNA repeats, primary screen, biochemical, fluorescence | 1.3% of 370,000 active | inhibition, % at 3 µM | r(CAG) RNA repeat, TO-PRO-1 dye displacement fluorescence;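 active = inhibition above the plate cutoff, the mean of all test compounds on that plate plus 3 SD, cut at about 35% in these data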;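 note: 0% = DMSO alone and 100% = 100 µM mitoxantrone as full dye displacement; higher means more dye released from RNA so lower well fluorescence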
ASAP1 inh: inhibitors of human ASAP1 ArfGAP activity, primary screen, biochemical, fluorescence polarization; Arf-GAP with SH3 domain, ANK repeat and PH domain-containing protein 1 (Homo sapiens), …; 0.19% of 360,000 active; inhibition, % at 16.5 µM; ASAP1-stimulated ARF1 GTP hydrolysis, GDP FP detection; in the data active = inhibition above about 25%;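 note: 0% = vehicle with enzyme and substrate and 100% = no enzyme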
* marks the source's active call; other numbers are inactive results; · = no result given.

SMILES	GAA850 FXN act	ARFGAP1 inh	Tn6 DDE FP	ADAM10 inh	HGIII-sPLA2 inh	GC-A act	NPR2 activator	KLK7 zymogen act	rCAG RNA binder	ASAP1 inh
COc1ccccc1C(=O)Nc1cc(C)on1	2.5	9	1	5	2	8	2	0.2	0	-8
COC(=O)c1c(NC(=O)CN2CCN(c3ccccc3Cl)CC2)sc(C)c1C	-0.9	10	3	-15	17	-1	1	-0.1	2	1
C=CCN1C(=O)c2ccccc2Sc2ccc(C(=O)NCC(OC)OC)cc21	0.9	11	-5	8	-1	2	-3	0.1	-5	8
NC(N)=NCCCC(NC(=O)c1ccccc1)C(=O)Nc1ccc([N+](=O)[O-])cc1 (stereo not drawn)	1.0	10	0	-2	11	0	6	-0.2	23	-9
O=S(=O)(Nc1ccc(-n2cccc2)cc1)c1ccc(F)cc1	0.9	4	-3	12	-46	0	5	0.4	5	-16
CCOc1ccc(CNC(=O)C2CCC(=O)N2C2CCCC2)cc1OC (stereo not drawn)	-2.2	-5	1	3	8	5	2	0.2	-1	-4
CC(C)n1cc(CN2CCC(C(=O)Nc3ccc(Oc4ccccc4F)cc3)CC2)cn1	-1.4	4	9	6	-13	3	5	-0.1	-8	3
CCCCNC(=O)/C=C/c1cccs1	2.2	0	3	3	10	-1	4	0.1	4	8
Cc1nc2ccccc2nc(=O)c1NNc1ccc([N+](=O)[O-])cc1	0.3	10	3	1	-8	-8	-1	3.1	15	1
CC(=O)N1CCC(=O)N(C(C)C)c2ccccc21	-0.8	-8	-1	5	9	6	-9	0.3	4	-3
O=C(COC(=O)c1ccc([N+](=O)[O-])s1)NC(=O)NCc1ccccc1	1.8	0	3	-5	-4	-2	0	0.1	2	4
COc1ccc(C2SCCN2C(=S)Nc2ccc(F)cc2)cc1 (stereo not drawn)	0.1	-10	-2	-12	4	5	1	0.0	0	2

Some of the entries above, reformatted.
| molecule | GAA850 FXN act | ARFGAP1 inh | Tn6 DDE FP | ADAM10 inh | HGIII-sPLA2 inh | GC-A act | NPR2 activator | KLK7 zymogen act | rCAG RNA binder | ASAP1 inh |
| --- | --- | --- | --- | --- | --- | --- | --- | --- | --- | --- |
| CCOc1ccc(CNC(=O)C2CCC(=O)N2C2CCCC2)cc1OC (stereo not drawn) | -2.2 | -5 | 1 | 3 | 8 | 5 | 2 | 0.2 | -1 | -4 |
| COc1ccc(C2SCCN2C(=S)Nc2ccc(F)cc2)cc1 (stereo not drawn) | 0.1 | -10 | -2 | -12 | 4 | 5 | 1 | 0.0 | 0 | 2 |

Continuation.
SMILES	GAA850 FXN act	ARFGAP1 inh	Tn6 DDE FP	ADAM10 inh	HGIII-sPLA2 inh	GC-A act	NPR2 activator	KLK7 zymogen act	rCAG RNA binder	ASAP1 inh
Cc1cnc(CN2CCc3c([nH]c4ccccc34)C2C2CCCCC2)[nH]1 (stereo not drawn)	1.8	-4	1	-12	-10	-16	-14	1.6	2	-13
CCOC(=O)c1cc(OC(=O)c2cccc([N+](=O)[O-])c2)n(-c2ccccc2)n1	2.6	9	3	-1	1	0	3	0.2	35*	0
CO/N=C(/CNC(=O)c1ccc(Cl)cc1Cl)c1ccc(Cl)cc1	-0.6	9	1	-7	2	-12	-10	-0.3	-1	4
O=c1c(-c2cc3ccccc3[nH]2)nc2ccccc2n1C(CCc1ccccc1)c1nc2ccccc2[nH]1 (stereo not drawn)	·	24	-7	-313	-9	7	4	-32	17	15
CCOC(=O)N1CCC(N(CCN(C)C)C(=S)Nc2cc(C)ccc2C)CC1	0.0	16	-10	0	-4	4	7	-0.8	-6	4
CCCCCCCCN1C(=O)[C@@H](CC(=O)NCc2cccs2)C[C@@]2(C(=O)OC)C1=C[C@H](C(C)C)O[C@@H]2C1CC1	·	·	-2	-3	-5	2	4	1.0	10	·
CCCCCCC1CCC(C(=O)N2CCOCC2)CC1 (stereo not drawn)	-0.1	-7	1	-1	-2	7	-4	0.3	-8	-5
CCOc1ccc(S(=O)(=O)N2CCCC(C(=O)NCc3ccncc3)C2)cc1Cl (stereo not drawn)	0.0	-6	-3	12	0	-3	0	0.2	2	1
Cc1ccccc1C(=O)Nc1c(C(=O)N(CCN(C)C)Cc2ccco2)oc2ccccc12	-2.1	-5	1	2	-1	-9	-14	0.8	-9	-19
CNS(=O)(=O)c1cccc(C(=O)NCC2(N3CCOCC3)CCCCC2)c1	1.7	3	-8	-6	7	1	0	-0.4	2	5
COC(=O)C1=CN(c2ccc(C(C)(C)C)cc2)C(N)=C(C#N)C1c1cccc2ccccc12 (stereo not drawn)	·	1	3	-8	7	-1	8	-0.8	14	-1
Nc1nc(NCc2ccco2)nc(Nc2ccccc2)c1[N+](=O)[O-]	3.3	9	9	11	-8	1	-5	0.1	4	8
CCCCCCCCN1[C@@H](CC(=O)O)c2ccc(C(F)(F)F)cc2S1(=O)=O	-0.3	6	-5	6	-18	3	5	-0.2	52*	-6
O=C(O)CCCCCNC(=O)OCC1c2ccccc2-c2ccccc21	2.4	-18	4	-12	6	-3	-3	0.0	1	-8
CCOc1ccc(/C=C/C(=O)Nc2ccc(OC)cc2[N+](=O)[O-])cc1	-1.7	15	-1	4	7	-2	-5	0.5	0	5
CCc1ccccc1NC(=O)c1nnn(CC(=O)Nc2cccc(C)c2C)c1N	-1.8	-7	-4	0	-7	-1	2	0.4	0	-3
CCOc1ccccc1NC(=O)NC(=O)N(C)S(=O)(=O)c1ccc(C)cc1	-0.6	-11	-4	2	-6	0	3	-0.6	5	7
C1=C(c2cc3ccccc3cn2)CCCC1	6.0	10	6	2	5	4	-1	0.0	0	6
CC(C)c1c(C(=O)N/N=C/c2ccsc2)nnn1-c1nonc1N	0.4	7	1	-2	-13	-5	4	-0.2	2	8
CSc1ccccc1C(=O)NCc1ccc(C)cc1	2.5	-4	-6	6	0	4	2	0.0	1	-4
O=C1CC(c2ccccc2)Cc2nc3ncnn3cc21 (stereo not drawn)	0.6	0	4	-11	-2	-3	6	8.7	-1	-2
O=c1ccc2cc([N+](=O)[O-])c(CCO)cc2o1	0.8	4	4	-3	6	2	-2	-0.1	3	2
COc1ccc(N(CC(=O)N2CCc3ccccc32)S(=O)(=O)c2c(C)nn(C)c2C)cc1	-1.4	-6	0	-4	-2	-2	1	0.3	2	-5
Cc1ccc(C(=O)NNC(=O)c2ccccc2-n2cccc2)cc1	0.1	1	0	2	-4	-5	-8	0.0	-6	0
COc1ccc(S(=O)(=O)N2CCN(C(=O)C3CC3)CC2)cc1Br	0.0	0	7	-12	2	-1	8	0.1	0	1
Cc1ccc(OCC(O)Cn2c(=N)n(CCN3CCOCC3)c3ccccc32)cc1 (stereo not drawn)	-2.2	-8	2	-8	3	-6	-8	0.0	5	3
CCCCNC(=O)C(NC(=O)Cc1cc(OC)cc(OC)c1)C(=O)c1ccccc1 (stereo not drawn)	·	6	2	-5	-7	0	5	0.1	3	2
CS(=O)(=O)N1CCc2cc(C(=O)Nc3cccc([N+](=O)[O-])c3)ccc21	-2.3	-20	1	-6	14	-4	-2	-0.1	0	-5
O=C(NCc1ccc2c(c1)OCO2)c1nc(Cn2ccc([N+](=O)[O-])n2)no1	1.3	7	1	9	0	2	4	0.0	1	-9
NC(=O)c1cc(-c2ccccc2)sc1NC(=O)CN1CCCCC1	3.5	5	0	-9	-12	3	2	0.2	6	13
O=C(CSc1nnc(CCCOc2ccc(Cl)cc2Cl)o1)Nc1ccc(C(=O)O)cc1	-2.4	-5	-2	-2	9	0	1	0.3	42*	2
O=C(NNC(=O)c1ccccc1Br)c1ccc(SCC2CCCO2)c([N+](=O)[O-])c1 (stereo not drawn)	-1.6	-5	-2	9	-5	0	-1	0.2	7	12
CC(C)N(Cc1nc(-c2ccccc2)no1)C(=O)CN(C)S(=O)(=O)c1ccc(Br)cc1	-2.1	5	-6	5	-13	-3	0	0.7	-2	4
CSc1ccc(C(=O)c2[nH]c(=O)[nH]c2C)cc1	3.1	5	1	-6	0	2	1	-0.8	5	-6
CSCC(C)N1CCC(n2nccc2NC(=O)CCc2ccccc2)CC1 (stereo not drawn)	-1.6	-2	5	1	5	0	-2	0.0	-10	-14
CCOC(=O)c1c(C)[nH]c(C(=O)OCC(=O)Nc2ccc(Cl)cn2)c1C	1.8	1	2	6	1	0	-1	-0.6	8	0
OCCC1CN(Cc2ccc(F)cc2Cl)CCN1CCc1ccccc1 (stereo not drawn)	0.3	7	-2	-6	6	1	-2	-0.6	-2	12
Nc1cc(=O)[nH]c2ncnn12	1.0	2	-3	-11	1	0	-1	-0.3	0	-8
Cc1cccc(NC(=O)c2ccc(OCc3c(C)noc3C)cc2)n1	0.0	5	2	-1	3	4	3	0.2	-3	-9
COc1cccc(NC(=S)N(Cc2cccc(Br)c2)CC2CCC(C(=O)O)CC2)c1 (stereo not drawn)	0.0	-6	5	-8	-6	-4	4	-0.3	21	11
CC(C)c1nc(SCC(=O)N2CC(=O)Nc3ccccc32)c2ccccc2n1	-0.6	3	-1	2	-7	-17	-6	-0.1	-5	9
Cc1cc(C)c(S(=O)(=O)c2ccccc2C)c(N(C)C)n1	-2.1	7	5	-2	9	0	6	0.6	-5	-12
CCOC(=O)N1CCN(C(=O)COc2cc(=O)n(C)c3ccccc23)CC1	-1.0	13	-3	4	3	3	4	-0.1	-5	-3
COc1ccccc1NC(=S)NC(NC(=O)c1ccco1)C(Cl)(Cl)Cl (stereo not drawn)	0.5	3	2	8	0	4	2	-0.7	4	6
COc1ccc(C(=S)N2CCOCC2)cc1OC(=O)c1cccc([N+](=O)[O-])c1	0.9	5	8	0	-6	-1	1	0.8	1	2
CCc1ccc(CC2S/C(=C(\C#N)C(C)=O)NC2=O)cc1 (stereo not drawn)	-2.2	-4	-3	0	-30	4	-1	0.1	37*	-7
COCCNC(=O)C(c1ccc(F)cc1)N(C(=O)CCC(=O)Nc1ccccn1)C1CCCCC1 (stereo not drawn)	-1.9	10	0	1	2	0	1	0.2	-5	-9
CC(C)C[C@H]1COc2ccc(Cl)cc2S(=O)(=O)N1Cc1cn(Cc2ccc(C(F)(F)F)cc2)nn1	·	·	6	-5	5	1	7	0.0	4	·
CCc1cc2c(=O)n(Cc3ccco3)c(SCC(=O)NC3CCS(=O)(=O)C3)nc2s1 (stereo not drawn)	-0.4	7	-4	-3	-5	2	2	0.3	7	-2
COc1ccc(N2CCN(C(=O)c3nc4nc(C)cc(C)n4n3)CC2)cc1	-0.9	3	13	1	0	1	-1	-0.8	-3	6
O=C1c2ccccc2C(=O)N1Cc1nc(-c2ccncc2)no1	0.6	-7	3	-6	2	-1	3	-0.2	-3	6
CCC(=O)Nc1ccc(S(=O)(=O)NCC2CCCO2)cc1 (stereo not drawn)	3.6	-6	-11	1	7	2	3	-0.7	3	-1
